NF-kB neuron act: activators of NF-kB expression in neurons, primary screen, cell-based, HTS. human neuronal cells, NF-kB reporter expression; hits give high values. fold change at 12.5 µM. 190,000 compounds, 1.6% hits; in the data active means fold change above about 3.3
TNAP inh hiacc: human TNAP enzyme inhibitors, primary screen, biochemical, luminescent, high phosphate acceptor level, uHTS; purified TNAP, CDP-star luminescence, 1 M DEA; Alkaline phosphatase, tissue-nonspecific isozyme (Homo sapiens), P05186; inhibition, % at 20 µM; 200,000 compounds, 0.03% hits;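 active means over 50% inhibition of tissue-nonspecific alkaline phosphatase at 20 µM in the single-dose screen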;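 further: plate controls were DMSO wells for no effect and EDTA-quenched wells as full inhibition for full effect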
PMI act: activators of human PMI, primary screen, biochemical, fluorescence intensity, near-Km mannose 6-phosphate | Mannose-6-phosphate isomerase (Homo sapiens), P34949 | purified human PMI, coupled resazurin fluorescence, 20 min; hits give high values; 1 = vehicle control, 0 substrate-free wells | activation factor at 20 µM | 190,000 compounds, 0.005% hits | AID 1214, 2008;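 active means activation factor of 2 or more at 20 µM, relative to plate controls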
Target sequence (P34949 whole entry, looked up): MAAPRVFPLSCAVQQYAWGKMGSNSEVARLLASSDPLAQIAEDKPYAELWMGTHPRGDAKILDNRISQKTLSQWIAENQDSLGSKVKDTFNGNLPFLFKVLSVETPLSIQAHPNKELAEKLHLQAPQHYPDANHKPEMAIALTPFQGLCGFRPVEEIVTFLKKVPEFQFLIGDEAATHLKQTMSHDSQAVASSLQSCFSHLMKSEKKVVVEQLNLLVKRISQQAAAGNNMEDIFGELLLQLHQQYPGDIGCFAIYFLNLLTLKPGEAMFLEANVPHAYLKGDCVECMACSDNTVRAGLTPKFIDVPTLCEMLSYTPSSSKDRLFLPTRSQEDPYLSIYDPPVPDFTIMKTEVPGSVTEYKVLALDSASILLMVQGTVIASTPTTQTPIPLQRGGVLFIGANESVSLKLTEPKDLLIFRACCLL
FLuc inhib CS: firefly luciferase enzyme inhibitors, primary screen, artefact control for luciferase-based inhibitor screens, biochemical, luminescence, ATPLite; Luciferin 4-monooxygenase (Photinus pyralis), P08659; 10 min; inhibition, % at 10 µM; 200,000 compounds, 1.5% hits; AID 1006, 2008;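 active means inhibition above about 50% when tested at 10 µM, limit read from the data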
Target sequence (P08659 whole entry, looked up): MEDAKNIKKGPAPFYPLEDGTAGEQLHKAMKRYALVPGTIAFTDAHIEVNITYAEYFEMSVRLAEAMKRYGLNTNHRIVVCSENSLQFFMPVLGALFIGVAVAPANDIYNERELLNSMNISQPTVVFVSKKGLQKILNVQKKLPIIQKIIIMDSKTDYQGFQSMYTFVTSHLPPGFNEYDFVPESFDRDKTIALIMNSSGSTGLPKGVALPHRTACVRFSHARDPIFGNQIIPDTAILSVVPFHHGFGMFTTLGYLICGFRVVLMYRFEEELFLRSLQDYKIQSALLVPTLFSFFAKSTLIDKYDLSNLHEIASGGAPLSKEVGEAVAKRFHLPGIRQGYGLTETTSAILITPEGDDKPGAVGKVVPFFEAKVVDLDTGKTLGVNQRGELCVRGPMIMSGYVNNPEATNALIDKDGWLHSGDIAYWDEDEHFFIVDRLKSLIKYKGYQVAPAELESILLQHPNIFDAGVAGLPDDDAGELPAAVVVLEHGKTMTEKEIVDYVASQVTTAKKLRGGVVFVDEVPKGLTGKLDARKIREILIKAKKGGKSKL
PMI act hi M6P: human PMI activators, high substrate, primary screen, biochemical, fluorescence intensity, near-saturating mannose 6-phosphate; Mannose-6-phosphate isomerase (Homo sapiens), P34949; activation factor at 20 µM; 190,000 compounds, 0.34% hits; coupled PMI enzyme assay, resazurin fluorescence, 20 min; hits give high values; 1 = untreated enzyme, 0 = substrate-free blank;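 active means activation factor of 2 or more at 20 µM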
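Test system: human phosphomannose isomerase with PGI, G6PDH, diaphorase coupling enzymes; Amount: PMI at 15 ng/mL final; Reagent: Mannose-6-phosphate 1.0 mM (near-saturating) plus 0.22 mM NADP+; Timing: 20 min, room temperature; Technique: resorufin fluorescence at Ex 544/Em 590 nm; Dosing: 20 µM single dose.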
FLuc stim CS: FLuc activators, initial screening, artefact control for FLuc-dependent activation tests, biochemical, ATPlite luminescence. Luciferin 4-monooxygenase (Photinus pyralis), P08659. activation factor at 10 µM. 200,000 tested, under 10 active. ATPlite luciferase biochemical, 10 min; 0 = ATP-free wells, 1 = DMSO control. AID 1027, 2008;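 active means luciferase activation factor, scaled between plate controls, of at least 2 with compound at 10 µM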
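test system = cell-free luciferase reagent | medium = PBS as buffer for the ATP substrate | dosing = test compounds dosed from 2 mM stocks in 100% DMSO | incubation = 10 min at ambient temperature | detection = luminescence measurement of luciferase light output | benchmarks = low control with PBS replacing ATP, high control enzyme plus ATP without compound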
bIAP activator: bovine intestinal alkaline phosphatase activators, primary screen, biochemical, bovine IAP, CDP-star luminescence; activation factor at 20 µM; purified bovine IAP, 30 min; hits give high values; fold of DMSO-control signal, blank-subtracted; alkaline phosphatase, intestinal [Bos taurus]; 200,000 compounds, 0.17% hits; AID 1016, 2008;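 active means activation factor of 2 or more at 20 µM, a signal rise over negative controls twice the positive control's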
APP 5'UTR act: activators of APP 5'UTR luciferase reporter, primary screen, SH-SY5Y cells. 190,000 compounds, 1% hits. activation, % at 2 µM. AID 1276, 2008. SH-SY5Y APP 5'UTR luciferase reporter, luminescence; zero percent = DMSO vehicle wells;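 active means activation above a set limit, based on mean plus 3 SD of controls, cut at about 140% in these data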; further: values of inactives mirror those of a sister screen read the other way
TNAP act hiacc: TNAP activators at high phosphate acceptor level, primary screen, biochemical, luminescence, uHTS; Alkaline phosphatase, tissue-nonspecific isozyme (Homo sapiens), P05186; purified TNAP, CDP-star luminescence, 1 M DEA, 30 min; hits give high values; 0 = EDTA background, 1 = DMSO-only activity; activation factor at 20 µM; 200,000 tested, under 10 active; AID 1136, 2008;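 active means activation factor at least 2 at 20 µM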
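Assay system: human TNAP; Input: enzyme diluted 1/800 final; Reagent: CDP-star luminogenic substrate at 100 µM final; Timing: 30 min, room temperature; Signal: luminescence; Evaluation: TNAP activation factor scaled between EDTA and DMSO control wells.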
TNAP inh no acc: human TNAP enzyme inhibitors, primary screen, biochemical, luminescent, no phosphate acceptor, uHTS. Alkaline phosphatase, tissue-nonspecific isozyme (Homo sapiens), P05186. inhibition, % at 20 µM. AID 1012, 2008. purified TNAP, CDP-star luminescence, 30 min. 200,000 compounds, 0.26% hits;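 active means tissue-nonspecific alkaline phosphatase inhibition above about 50% at 20 µM in the single-dose screen, limit read from the data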;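 further: 0% = DMSO negative control and 100% = EDTA positive control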
* hit, by the source's call; . = no result given.

NF-kB neuron act	TNAP inh hiacc	PMI act	FLuc inhib CS	PMI act hi M6P	FLuc stim CS	bIAP activator	APP 5'UTR act	TNAP act hiacc	TNAP inh no acc	structure
1.74	-7.6	1	14.7	1	0.9	0.9	20.2	1.1	-17.1	COCCSc1nnc(NC(=O)C(C)(C)C)s1
0.97	-7.4	1	-4.9	0.9	1	0.9	27.3	1.1	-18.4	CCOc1ccc(N=C(NC#N)SCC(=O)NC2CC2)cc1
1.1	-1.0	1.1	-1.3	1	1	1.1	-12.7	1	-4.8	Cc1ccc(N(C(=O)c2ccccn2)C2(C(=O)NC3CCCC3)CCCCC2)cc1
1.21	0.9	0.9	-3.9	0.9	1	1.1	3.8	1	-4.3	Cc1cc2cc(C)c3nnc(SCC(=O)NCc4ccc5c(c4)OCO5)n3c2cc1C
1.36	-0.3	1	-9.0	1	1.1	1	2.5	1	-7.2	CC(Oc1cccc(Cl)c1)C(=O)Nc1ccc([N+](=O)[O-])cn1 (stereo not given)
1.13	-4.1	0.9	-7.4	0.9	1.1	0.8	4.8	1	-12.1	c1ccc(OCCCn2nnc(-c3ccc(N4CCOCC4)cc3)n2)cc1
0.9	-1.9	1	2.2	1	1	0.9	-10.7	1	-7.3	O=C1C2C3C=CC(C4CC34)C2C(=O)N1Cc1ccccc1 (stereo not given)
0.86	-6.4	1	-10.3	1.1	1.1	1	46.0	1.1	-10.6	CN(C)S(=O)(=O)c1ccc(C(=O)OCCn2cnc3c2c(=O)n(C)c(=O)n3C)cc1
1.04	-1.1	0.7	18.0	0.5	0.8	1	-21.4	1	-3.8	Cc1cc(C(=O)COc2cccnc2[N+](=O)[O-])c(C)n1-c1ccccc1
1.72	-8.5	1.3	-6.9	1.5	1.1	0.9	-8.9	1.1	-13.4	C=C(C)Cn1c(SCC(=O)O)nnc1-c1ccccc1
0.86	-5.5	1	-7.0	1	1.1	0.9	-4.0	1.1	4.4	Cc1nc2nc(C)c(CCC(=O)NC3CCCCC3)c(C)n2n1
1.36	2.8	0.8	0.3	0.9	1	0.9	23.7	1	-2.6	O=C(Cn1cnc2c(cnn2-c2ccccc2)c1=O)NC1CCCC1
1.27	-1.4	0.9	-3.1	1	1	0.9	.	1	-13.4	COC(=O)CNC(=O)CNC(=O)Nc1ccccc1Cl
1.07	3.8	0.9	-5.4	0.8	1.1	0.8	6.5	1	-12.4	Cc1coc(NC(=O)CSc2nc(-c3ccncc3)cc(C(F)(F)F)c2C#N)n1
1.03	-0.6	1	1.8	1	1	0.7	4.2	1	-4.8	COCCOC(=O)C1=C(C)NC(=S)NC1/C=C/c1ccccc1 (stereo not given)
1.2	-1.7	0.9	-4.3	0.9	1	0.9	-4.9	1	-4.9	COc1cccc(CN2CCNC(=O)C2CC(=O)N(Cc2cnn(C)c2)C(C)C)c1 (stereo not given)
0.92	-5.7	1.1	-1.7	1.1	1	1.1	3.6	1.1	-17.1	Cc1ccc2cc(CN(C)S(C)(=O)=O)c(=O)[nH]c2c1
1.52	-4.2	1	-7.5	1.1	1.1	1	-7.7	1	-10.9	C=CCNC(=O)CSc1nnc(-c2cccs2)o1
0.75	-0.4	0.9	-1.7	1	1	1	-0.2	1	9.6	N=c1sccn1CC(=O)Nc1cc(Cl)ccc1Oc1ccccc1
0.68	5.8	0.9	-3.4	0.8	1	0.9	28.8	0.9	9.9	Cc1ccc(-n2c(O)c(C=Nc3ccccc3-c3n[nH]c(=S)[nH]c3=O)c3ccccc3c2=O)c(C)c1
1.11	-6.9	1	-7.1	0.9	1.1	1.2	-2.6	1.1	3.0	Cc1cc(Nc2ccccc2N2CCOCC2)n2ncnc2n1
1.14	-2.5	1	-7.2	0.9	1.1	1	-7.3	1	-10.0	Cc1ccc(S(=O)(=O)N2CCOCC2)cc1NC(=O)CSc1cccc[n+]1[O-]
0.93	-4.8	1	-3.5	0.9	1	1	3.4	1	-13.8	S=C(NCc1ccccc1)N1CCn2cccc2C1c1ccncc1 (stereo not given)
1.33	-7.2	0.9	-0.7	1	1	0.9	4.6	1.1	-14.9	Cc1ccc(SCCCn2cncn2)cc1
1.23	2.1	1.2	37.0	1.2	0.6	1	11.0	1	1.1	CN(C)c1ccc(C=C2C(=O)OC(C)(C)OC2=O)cc1
1.17	-0.3	0.8	1.9	0.9	1	0.5	-2.9	1	-17.3	COc1ccc(/C=C2/SC(=O)N(CCC(=O)Nc3ccccc3)C2=O)cc1OC
1	-0.7	1.7	-3.8	1	1	1.1	-12.9	1	-7.7	COc1ccc(C2CC(=O)C(CS(=O)(=O)c3ccccc3)C(=O)C2)cc1 (stereo not given)
0.87	-1.8	0.9	-4.7	1	1	1.1	7.7	1	-18.9	Cc1nc2c(-c3ccc(F)cc3)c(C)nn2c(C)c1CCC(=O)N1CCN(c2ccc(F)cc2)CC1
1.19	-6.7	0.9	-8.8	1	1.1	1	4.6	1.1	2.8	CCc1nnc(NC(=O)CSc2nnc(COc3ccc(C#N)cc3)n2-c2ccccc2)s1
1.35	-7.1	1	-0.7	1.1	1	1.1	-12.8	1.1	-9.6	CCn1c(COc2cccc(C)c2C)nnc1SCC(=O)Nc1cc(C)on1

Next section, starting with the last 4 of the part before.
NF-kB neuron act	TNAP inh hiacc	PMI act	FLuc inhib CS	PMI act hi M6P	FLuc stim CS	bIAP activator	APP 5'UTR act	TNAP act hiacc	TNAP inh no acc	structure
1	-0.7	1.7	-3.8	1	1	1.1	-12.9	1	-7.7	COc1ccc(C2CC(=O)C(CS(=O)(=O)c3ccccc3)C(=O)C2)cc1 (stereo not given)
0.87	-1.8	0.9	-4.7	1	1	1.1	7.7	1	-18.9	Cc1nc2c(-c3ccc(F)cc3)c(C)nn2c(C)c1CCC(=O)N1CCN(c2ccc(F)cc2)CC1
1.19	-6.7	0.9	-8.8	1	1.1	1	4.6	1.1	2.8	CCc1nnc(NC(=O)CSc2nnc(COc3ccc(C#N)cc3)n2-c2ccccc2)s1
1.35	-7.1	1	-0.7	1.1	1	1.1	-12.8	1.1	-9.6	CCn1c(COc2cccc(C)c2C)nnc1SCC(=O)Nc1cc(C)on1
1.31	17.5	1.1	16.3	0.8	0.8	0.8	-69.2	0.8	18.2	COc1ccc2nc(N=Nc3c(O)ccc4ccccc34)sc2c1
1	-2.7	1	-4.6	1	1	1	10.6	1	-11.4	O=C(CN1C(=O)C2C3c4ccccc4C(c4ccccc43)C2C1=O)N1CCOCC1 (stereo not given)
1.39	-1.6	1	-6.5	1.2	1.1	0.9	-2.4	1	-11.2	N#Cc1ccsc1NC(=O)CSc1ncnc2ccccc12
1.12	-7.4	0.8	-3.4	0.8	1	0.8	0.5	1.1	-10.2	Fc1ccc(C2c3[nH]c4ccccc4c3CCN2Cc2ccoc2)cc1 (stereo not given)
1.9	-5.6	1.1	-2.5	1	1	1	-9.4	1.1	3.7	COc1ccc(N2C(=O)C3CCCN3C2c2cc(OC)c(OC)cc2OC)cc1 (stereo not given)
0.97	-5.2	1	-7.1	0.9	1.1	1	1.0	1.1	-11.8	COc1cc(NC(=O)CC2NCCNC2=O)cc(OC)c1 (stereo not given)
1.17	0.7	1	-2.5	1.1	1	1	14.6	1	-6.2	O=C(C1CC1)N1CCc2cc(Br)cc(S(=O)(=O)NCCN3CCOCC3)c21
1.1	-5.5	1.1	-8.3	0.9	1.1	0.9	6.6	1.1	-9.2	COc1cc2c(cc1OC)CN(CC(=O)Nc1cccc(C)c1)CC2
1.14	-4.8	1	-7.3	1	1.1	1	-9.1	1	0.4	CCOC(=O)c1sc(NC(=O)CN2CCCC2)c(C(=O)OCC)c1C
1.15	-3.9	0.9	1.3	1	1	0.8	12.7	1	-15.2	OC(CNCc1ccccn1)c1ccccc1 (stereo not given)
1.39	-0.7	0.9	4.9	1	1	1	.	1	-16.8	S=C(Nc1ccc(Br)cc1)N1CCCC1
0.97	-4.5	1	-0.5	1.2	1	1	0.2	1	-8.7	CCCc1ccc(OCC(=O)NNC(=S)NC(=O)c2ccco2)cc1
.	-3.6	0.8	-5.8	0.9	1.1	1	.	1	-1.5	COCCCn1c2nc3ccccc3nc2c2c(=O)n(Cc3ccc(Cl)cc3)c(C)nc21
2.07	-2.4	1	17.6	1.1	0.8	1	21.6	1	-7.6	C/C(=C\c1ccccc1)C(=O)Nc1cc(C)on1
0.94	-9.3	1.2	-8.0	1.1	1.1	0.9	2.6	1.1	0.6	Cn1c(=O)c2c(nc(Br)n2CCCc2ccccc2)n(C)c1=O
0.92	1.7	0.9	-4.4	1	1	0.9	-13.4	1	-3.6	CCn1nc(C)c(NS(=O)(=O)c2ccc(C)cc2)c1C
1.08	-3.5	1	-4.4	1	1	0.9	-4.4	1	-8.7	CCC(=O)Nc1ccc(NC(=O)CSc2nnnn2CC)cc1C
0.95	-7.6	1	-11.1	1	1.1	1.1	-10.9	1.1	-4.9	CC(=O)N1CCCN(Cc2nc(C3(c4ccc(C)cc4)CCCC3)no2)CC1
0.71	-0.4	1.1	-4.5	1.1	1	1	11.4	1	1.0	COc1cc(-c2nc3n(n2)C(c2cccc(OC)c2OC)C2=C(CCCC2=O)N3)cc(OC)c1OC (stereo not given)
1.14	-1.4	1.1	-4.3	1	1	0.9	-5.9	1	-164.6	O=C(NNC(=S)NCc1ccccc1)c1ccc(OC(F)F)cc1
1.16	-0.4	1.3	-1.4	1.3	1	1	13.9	1	-8.9	Nc1c(C(=O)c2ccc(Br)cc2)oc2ccccc12
1.09	-5.5	1.1	-7.0	1	1.1	1	0.8	1.1	-8.7	COC(=O)c1cc(C(=O)OCC(=O)NCc2ccc3c(c2)OCO3)cc([N+](=O)[O-])c1
1.13	-1.1	0.9	0.6	0.9	1	0.9	10.4	1	-8.1	C=CCNC(=O)NC(=S)c1ccccc1
0.99	-5.7	1	-4.9	1	1	0.9	2.9	1.1	-13.2	CN(C)C(=O)NC1CCCCCCCCCCC1
0.75	0.3	1	93.9*	1.1	0.1	1.1	2.9	1	-9.2	COc1cc(/C=N/Nc2nn3cnnc3c3ccccc23)ccc1O
1.24	-1.6	0.9	-2.7	0.9	1	1	5.9	1	-7.1	Cn1c(C(=O)NCCN2CCOCC2)cc2sccc21

Hits appear at their usual frequency; any-hit rate near 3.6%.
